VEEV TC-83 Vero = inhibitors of VEEV TC-83 cytopathic effect, confirmation, Vero cells (AID 588727); Vero cells, VEEV TC-83 cytopathic effect inhibition; higher % means a stronger effect; inhibition, % at 20 µM; hits with a dose series show IC50 in µM; 350,000 tested, 0.13% active; in the data active = a potency from the dose series; inconclusive = inhibition mostly from about 14% at the one dose, without a potency; inactive = the rest, 99 in 100 with inhibition below about 12%; also: strong numbers were not always called active
Salmonella PhoP GFP = PhoP regulon inhibitors, Salmonella typhi PhoP promoter GFP reporter, confirmatory (AID 1850); Salmonella Typhi PhoP-promoter GFP reporter, fluorescence, 4 h; higher % means a stronger effect; inhibition, % at 50 µM, or IC50 in µM where a hit was titrated; 310,000 tested, 0.33% active; in the data active = a potency from the dose series; inconclusive = inhibition mostly from about 25% at the one dose, without a potency; inactive = the rest, 99 in 100 with inhibition below about 19%;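 also: 0% = induced wells with vehicle and 100% = uninduced wells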
M. tuberculosis HTS = M. tuberculosis growth inhibition, HTS (AID 449762); M. tuberculosis H37Rv growth inhibition, 7H9 media; higher % means a stronger effect; one-dose inhibition, % at 25 µM; IC50 in µM for titrated hits; 330,000 tested, 0.59% active; in the data active = a potency from the dose series; inconclusive = inhibition above about 70% without an active follow-up result;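 also: bacterial growth assessed after seven days of incubation; strong numbers were not always called active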
influenza NS1A = H1N1 influenza NS1A inhibitors, functional cell based assay (AID 504329) | inhibition, % at 12.5 µM; hits with a dose series show IC50 in µM | NS1A functional cell-based assay, percent inhibition; higher % means a stronger effect | 340,000 tested, 0.3% active; in the data active = a potency from the dose series; inconclusive = inhibition above about 27% without an active follow-up result; also: strong numbers were not always called active
M. tuberculosis = growth inhibition of non-replicating M. tuberculosis (AID 488890). 320,000 tested, 0.39% active. one-dose inhibition, % at 25 µM; IC50 in µM for titrated hits. Mycobacterium tuberculosis non-replicating, growth inhibition; higher % means a stronger effect; in the data active = a potency from the dose series; inconclusive = inhibition mostly from about 82% at the one dose, without a potency; inactive = the rest, 99 in 100 with inhibition below about 76%;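 also: plate controls were DMSO cells for no effect and high antibiotic wells for full effect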
VEEV TC-83 Vero 10K pilot screen = also measured in VEEV TC-83 Vero; calls as there; inhibition, %; measured here: 10K pilot screen inhibition
Starred values were filed as active, the others as inactive; i = inactive; ? = inconclusive; / = no result given.

SMILES	VEEV TC-83 Vero	Salmonella PhoP GFP	M. tuberculosis HTS	influenza NS1A	M. tuberculosis	others
CO[C@H]1/C=C/O[C@@]2(C)Oc3c(C)c(O)c4c(O)c(c5c(c4c3C2=O)NC2(CCN(CC(C)C)CC2)N=5)=NC(=O)/C(C)=C\C=C\[C@H](C)[C@H](O)[C@@H](C)[C@@H](O)[C@@H](C)[C@H](OC(C)=O)[C@@H]1C	2.4%	/	/	8%	/
COc1ccc(NS(=O)(=O)c2ccc(N3CCOCC3)c(NC(=O)c3ccc(OC)cc3)c2)cc1	3.7%	4%	0%	-9%	31%
Cc1nnc(NC(=O)c2ccc(F)c(S(=O)(=O)N3CCCCC3)c2)s1	0.1%	3%	8%	-8%	22%
O=C(CC(c1ccccc1)c1ccccc1)Nc1ccc(C(=O)O)cc1	i	-9%	-2%	-5%	3%
COC(=O)CCC(=O)NNC(=O)CCC(=O)Nc1cccc(Cl)c1C	1.6%	-10%	-8%	-5%	-19%
Cc1cc(C)nc(SCC(=O)Nc2ccc(S(=O)(=O)NC(C)(C)C)cc2)n1	i	-7%	-6%	6%	4%
O=C(NC1CCCCC1)c1cc(-n2cnnc2)ccc1Cl	2.7%	-6%	5%	-14%	-4%
COc1cc(Nc2ncnc(N)n2)cc(OC)c1OC	4.0%	-1%	-9%	2%	-29%
O=S(=O)(NCc1cccnc1)c1ccc(Cl)nc1	i	1%	-1%	-8%	1%
CC12CCC(C(=O)N(NC(=O)c3ccccc3Cl)C1=O)C2(C)C (stereo not drawn)	i	-10%	-1%	-11%	5%
CCC1Oc2ccc(C)cc2N(CC(=O)NCCCN2CCN(Cc3ccccc3)CC2)C1=O (stereo not drawn)	i	1%	-9%	-7%	-4%
CCN(C(=O)c1cn(C)c(=O)c2ccccc12)c1ccccc1F	i	-6%	-1%	-4%	1%
COc1cccc(C(=O)OCC(=O)c2ccc(S(=O)(=O)N3CCCCC3)cc2)c1OC	4.3%	/	/	-4%	/
O=C(Nc1c(C(=O)N2CCCCC2)cnn1-c1ccccc1)c1ccco1	0.1%	0%	-3%	3%	-15%
O=C(NCCc1ccccc1)C(=O)c1c[nH]c2ccccc12	2.0%	-6%	6%	0%	42%
Cc1ccc(N(C)S(=O)(=O)c2ccc(C)cc2)cc1	i	-25%	12%	-9%	15%
CCc1cc2c(=O)c(-c3nc4ccccc4n3C)c(COCC(=O)O)oc2cc1OC(=O)C(C)(C)C	6.0%	-10%	-3%	-4%	12%
Cc1ccc(C(C)NC(=O)C23CC4CC(CC(C4)C2)C3)cc1 (stereo not drawn)	i	-10%	3%	-3%	-2%
COc1cccc(N2CC(NC(=O)C(=O)c3c(C)[nH]c4ccccc34)CC2=O)c1 (stereo not drawn)	11%	-4%	13%	-2%	4%
COc1ccc(OCC(=O)N/N=C/c2cccn2-c2cccc(C(=O)O)c2)cc1	2.9%	/	/	-3%	/
Cc1ccc(OCCSc2nnc(-c3cccs3)n2C)cc1	i	17%	-18%	-5%	73%
CCOC(=O)c1ccc(S(=O)(=O)N2CCN(C(=O)c3nn(C)c(=O)c4ccccc34)CC2)cc1	0.2%	-4%	3%	8%	0%
Cc1ccc(-c2cc(C(=O)OC3CCOC3=O)c3ccccc3n2)c(C)c1 (stereo not drawn)	2.2%	5%	-3%	0%	6%
COc1ccccc1N1CCN(C(c2cccs2)C(C)NC(=O)c2ccncc2)CC1 (stereo not drawn)	0.7%	9%	-4%	9%	43%
CC(C)Oc1cccc(-c2cc(C(=O)N3CCN(c4ncccn4)CC3)c3ccccc3n2)c1	8.1%	-2%	5%	2%	15%

Continued; the last four above are carried over.
SMILES	VEEV TC-83 Vero	Salmonella PhoP GFP	M. tuberculosis HTS	influenza NS1A	M. tuberculosis	others
CCOC(=O)c1ccc(S(=O)(=O)N2CCN(C(=O)c3nn(C)c(=O)c4ccccc34)CC2)cc1	0.2%	-4%	3%	8%	0%
Cc1ccc(-c2cc(C(=O)OC3CCOC3=O)c3ccccc3n2)c(C)c1 (stereo not drawn)	2.2%	5%	-3%	0%	6%
COc1ccccc1N1CCN(C(c2cccs2)C(C)NC(=O)c2ccncc2)CC1 (stereo not drawn)	0.7%	9%	-4%	9%	43%
CC(C)Oc1cccc(-c2cc(C(=O)N3CCN(c4ncccn4)CC3)c3ccccc3n2)c1	8.1%	-2%	5%	2%	15%
Cc1ccc(S(=O)(=O)Nc2ccc(S(=O)(=O)N3CCCC3)cc2)cc1	6.5%	-8%	-8%	5%	14%
COC(=O)c1ccc(-c2nc3cc(Cl)c(N)cc3s2)cc1	1.7%	-9%	0%	-13%	1%
CCC1CCCCN1C(=O)COC(=O)c1ccc(S(=O)(=O)N2CCOCC2)cc1 (stereo not drawn)	1.2%	/	/	-2%	/
CCn1c(CNC(=O)c2cccc(C)c2)nc2ccccc21	3.7%	-5%	0%	-5%	-4%
CCc1cccc(C)c1NC(=O)CCNC(=O)c1cccc(C)c1	i	5%	-11%	5%	-14%
COC(=O)c1cc(C(=O)OCC(=O)Nc2ccccc2OC(F)F)cc([N+](=O)[O-])c1	0.1%	-2%	-1%	-8%	24%
COc1ccc2nc(NC(=O)c3ccc(NC(=O)C4CCCO4)cc3)sc2c1 (stereo not drawn)	1.0%	7%	-2%	-5%	6%
Cn1ncc(N=Cc2ccccc2O)c1C(=O)Nc1ccccc1	0.7%	-4%	4%	3%	-15%
O=C(Nc1nc(-c2cccs2)cs1)c1ccc(S(=O)(=O)N2CCCC2)cc1	6.3%	-3%	11%	-8%	15%
CC(NC(=S)Nc1ccc([N+](=O)[O-])cc1)c1ccncc1 (stereo not drawn)	1.5%	2%	4%	4%	38%
CCCN1Cc2cccc(C(=O)Nc3cc(OC)cc(OC)c3)c2C1=O	1.0%	-12%	-8%	1%	13%
O=C(CN1CCCC1=O)Nc1ccccc1	1.8%	5%	1%	-8%	-25%
O=c1c2ccccc2nc2c3ccccc3c(NCCO)nn12	9.7%	1%	-5%	2%	/
O=C(NCc1cccs1)c1nc2c(nnn2Cc2ccc(F)cc2)c(=O)[nH]1	i	-5%	5%	25%	59%
NC(=O)C1(N2CCCCC2)CCN(C(=O)c2ccc(-n3cnnn3)cc2)CC1	1.0%	-4%	-2%	0%	-13%
CC(=O)N/C(=C\c1ccccc1)C(=O)OCC(=O)NC1CCS(=O)(=O)C1 (stereo not drawn)	0.6%	/	1%	-19%	4%
CCOC(=O)Nc1ccc2c(c1)N(C(=O)CCN1CCN(CCO)CC1)c1ccccc1CC2	0.3%	5%	-1%	8%	-19%
CCCCNC(=O)CS(=O)Cc1nc(-c2cccc(Cl)c2)oc1C (stereo not drawn)	4.2%	4%	12%	26%	19%
CCCCn1cnc2c(c(CC#N)nn2-c2ccccc2)c1=N	2.8%	/	/	0%	/
CNC(=O)Cn1c(C)cc(=O)c2cccc(OC)c21	i	3%	4%	/	-6%
CCOc1cc(/C=C/C(=O)OCC(=O)NC2CCS(=O)(=O)C2)ccc1OCc1ccccc1 (stereo not drawn)	2.0%	-3%	?	7%	23%
CC(=O)c1ccc(Cc2cnc(N)s2)cc1	6.7%	-4%	-1%	0%	8%
Cc1cc(OCC(=O)N2CCN(c3ccc(F)cc3)CC2)c2c(C)cc(=O)oc2c1	0.2%	-5%	-3%	-6%	4%
O=C(Nc1ccccc1-c1ccccc1)c1cccs1	0.5%	2%	33%	-4%	19%
COc1ccccc1NC(=O)C1CCCN1C(=O)NCc1ccccc1 (stereo not drawn)	1.0%	4%	-4%	7%	-7%
Later entries.
SMILES	VEEV TC-83 Vero	Salmonella PhoP GFP	M. tuberculosis HTS	influenza NS1A	M. tuberculosis	others
Cc1cc(C)n(-c2nc(NCC(C)O)c3c4c(sc3n2)COC(C)(C)C4)n1 (stereo not drawn)	i	-3%	1%	9%	51%
Cc1noc(C)c1NC(=O)Nc1ccc2c(c1)CC(=O)N([C@H](C)CO)C[C@@H](C)[C@H](CN(C)CC1CCCCC1)O2	0.1%	/	8%	5%	5%
N#Cc1ccccc1NC(=S)NC(=O)c1cccs1	3.1%	-3%	-1%	-8%	40%
O=C1C(Cc2ccccc2)Nc2ncnc(N3CCCCC3)c2N1Cc1ccc(Br)cc1 (stereo not drawn)	0.6%	/	4%	16%	52%
Cc1cc(C(=O)COc2nncc3ccccc23)c(C)n1C	1.1%	/	/	-1%	/
O=C(NCCC1CCCC1)C1CCC(=O)N(CCCN2CCCC2=O)C1 (stereo not drawn)	0.6%	0%	-3%	-5%	11%
CCc1nnc(NS(=O)(=O)c2ccc(NC(=O)CCC(=O)O)cc2)s1	i	-5%	5%	-3%	-3%
O=C(Cc1ccccc1)N/N=C/C=C/c1ccccc1[N+](=O)[O-]	2.8%	-6%	-3%	/	13%
COc1ccc(/C=N/NC(=O)c2cccnc2)cc1CSc1ccccn1	2.2%	2%	-4%	-20%	2%
CCOc1cc(C(=O)Nc2ccccc2N2CCOCC2)ccc1OCC(=O)N1CCOCC1	0.3%	/	1%	-13%	-7%
Cc1ccc(NC(=S)NNC(=O)c2nn(C)c(C)c2Cl)cc1	0.8%	7%	-5%	-5%	-2%
COC(=O)C(N)Cc1ccc(Cl)cc1 (stereo not drawn)	0.5%	8%	4%	-2%	-4%
COc1ccc(CN(C)CC(O)COC(c2ccccc2)c2ccccc2)c(OC)c1OC (stereo not drawn)	i	7%	7%	3%	?
Cc1ccc(C(=O)OCc2nnc(-c3ccccc3)o2)s1	6.7%	1%	19µM*	-5%	?
c1ccc2[nH]c(SCc3cscn3)nc2c1	0.9%	-1%	-6%	11%	60%	VEEV TC-83 Vero 10K pilot screen=4.3
CC(C)CCNC(=O)NC(=O)COC(=O)/C=C/c1cccc([N+](=O)[O-])c1	i	6%	4%	11%	54%
Cc1cc(N2CCN(C)CC2)nc2ccc(NC(=O)CCC(=O)NCCC3=CCCCC3)cc12	4.9%	14%	2%	0%	13%
CN1C(=S)NC(C)(C)CC1(C)c1ccc(O)cc1O (stereo not drawn)	0.8%	-12%	-9%	0%	35%
CS(=O)(=O)NN1C(=O)c2ccccc2NC1c1cc2ccccc2nc1Cl (stereo not drawn)	i	-6%	-3%	4%	11%
Cc1c(N2C(=O)/C(=C\c3cccc4ccccc34)SC2=S)c(=O)n(-c2ccccc2)n1C	6.1%	7%	-3%	23%	3%
COc1ccc(C2=Nc3ccc(Br)cc3C(c3ccccc3)N2CC(=O)NN)cc1 (stereo not drawn)	i	5%	6%	-6%	17%
Cn1c(CNC(=O)C(Cc2ccccc2)NC(=O)c2cccc(F)c2)cc(=O)n(C)c1=O (stereo not drawn)	i	-11%	0%	6%	-19%
COc1ccccc1N1CCN(C(=O)c2nn(C)c3c2CS(=O)(=O)c2ccccc2-3)CC1	2.5%	-2%	-7%	9%	4%
CC1(C)C(=O)Nc2ccccc2N1C(=O)CN1C(=O)C(=O)N(C2CCCC2)C1=O	0.2%	2%	13%	10%	17%
O=C(c1cc2cc3ccc(Cl)cc3nc2o1)N1CCN(Cc2ccc3c(c2)OCO3)CC1	0.1%	/	/	-5%	/
The listing continues:
SMILES	VEEV TC-83 Vero	Salmonella PhoP GFP	M. tuberculosis HTS	influenza NS1A	M. tuberculosis	others
CN=C(Nc1ccccc1)SC1CC(=O)N(c2ccc(C(=O)OC)cc2)C1=O (stereo not drawn)	3.3%	-1%	-9%	3%	18%
CCC(C)(C(=O)NC1CCCCC1)N(Cc1ccco1)C(=O)CC1NC(=O)NC1=O (stereo not drawn)	1.3%	5%	-1%	6%	5%
CCCC[C@@H]1C[C@H]1[C@@H](NC(=O)c1ccco1)c1ccccc1C(F)(F)F	/	0%	-3%	/	-20%
COc1ccccc1-n1c(C)nc2cc(C(=O)NCC3CCCO3)ccc21 (stereo not drawn)	0.9%	1%	-4%	-1%	-20%
Cc1cc(OCC(O)CN2CCCC2)ccc1C(C)C (stereo not drawn)	i	-2%	-1%	-4%	15%
O=C1c2ccccc2C(=O)C1(CO)c1ccccc1	0.9%	2%	-1%	3%	5%
NC(=O)C1CCN(S(=O)(=O)c2cccc(C(=O)O)c2)CC1	0.5%	2%	-9%	2%	7%	VEEV TC-83 Vero 10K pilot screen=0.2
COc1ccc(C(=O)N2CCNC(=O)C2CC(=O)Nc2cc(Cl)ccc2OC)cc1 (stereo not drawn)	i	5%	-3%	-3%	/

Quoted at random: 3 records from the list.
SMILES	VEEV TC-83 Vero	Salmonella PhoP GFP	M. tuberculosis HTS	influenza NS1A	M. tuberculosis	others
CCOc1cc(C(=O)Nc2ccccc2N2CCOCC2)ccc1OCC(=O)N1CCOCC1	0.3%	/	1%	-13%	-7%
COc1ccccc1N1CCN(C(=O)c2nn(C)c3c2CS(=O)(=O)c2ccccc2-3)CC1	2.5%	-2%	-7%	9%	4%
Cc1c(N2C(=O)/C(=C\c3cccc4ccccc34)SC2=S)c(=O)n(-c2ccccc2)n1C	6.1%	7%	-3%	23%	3%

Screening results (PubChem)
